CHO-K1 Ca antag = M1 antagonist counterscreen hit in parental CHO-K1 cells; ATP-induced calcium, Fluo-8 fluorescence; inhibition, % at 3 µM; hit rate 0.6% among 360,000; AID 602250;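 active = inhibition above a per-plate cutoff, the plate's mean sample inhibition plus 3 SD, cut at about 24% in these data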;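 also: 0% = DMSO plus EC80 ATP and 100% = DMSO alone without ATP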
OXTR potentiate = potentiators of human oxytocin receptor. CHO-OTR cells, Fluo-8 calcium fluorescence, potentiator mode; 0% = oxytocin EC15, 100% = EC100. activation, % at 3 µM. hit rate 0.061% among 320,000. AID 2445;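 active = activation above that plate's cutoff, the mean activation of tested compounds plus 3 SD, cut at about 6.6% in these data, passing the limit was not always enough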;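 also: 100% uses oxytocin at 75 nM as the full agonist control; some results filed as inactive read as strong as hits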
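test system = CHO-OTR cells, human receptor | compound = single-point 3.0 µM | schedule = 6 min compound pre-incubation at room temperature, 100 s kinetic read | signal = Fluo-8 no-wash calcium dye fluorescence, excitation 470-495 nm, emission 515-575 nm | repeats = single well per compound, singlicate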
M1 PAM parental = M1 PAM counterscreen hit in parental CHO-K1 cells | ATP EC20, Fluo-8 calcium fluorescence; 0% at ATP EC20, 100% at ATP max | activation, % at 3 µM | hit rate 0.02% among 360,000 | AID 602247;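 active = activation above the run cutoff, the mean activation of all test compounds plus 3 SD, cut at about 40% in these data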;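 also: peak over basal fluorescence ratio in a 140 s read after ATP addition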
CHO-K1 Ca ag = counter-screen for M1 agonists: effect in parental CHO-K1 cells. Fluo-8 calcium fluorescence; scaled to maximal ATP response, vehicle zero. activation, % at 3 µM. hit rate 0.48% among 360,000. AID 602248; in the data active = activation above about 15%;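 also: untransfected CHO-K1 host cells lacking M1 receptor as counterscreen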
TAAR1 antagonist = antagonists of human TAAR1 | hit rate 1.5% among 360,000 | Q96RJ0 | inhibition, % at 3 µM | CHO RD-HGA16 TAAR1, Fluo-8 calcium fluorescence, antagonist | AID 624466;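 active = inhibition above a per-plate cutoff, the mean inhibition of test compounds on that plate plus 3 SD, cut at about 49% in these data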;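 also: 0% = DMSO plus EC80 beta-PEA response and 100% = DMSO alone without agonist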
Target sequence (Q96RJ0 whole entry, looked up): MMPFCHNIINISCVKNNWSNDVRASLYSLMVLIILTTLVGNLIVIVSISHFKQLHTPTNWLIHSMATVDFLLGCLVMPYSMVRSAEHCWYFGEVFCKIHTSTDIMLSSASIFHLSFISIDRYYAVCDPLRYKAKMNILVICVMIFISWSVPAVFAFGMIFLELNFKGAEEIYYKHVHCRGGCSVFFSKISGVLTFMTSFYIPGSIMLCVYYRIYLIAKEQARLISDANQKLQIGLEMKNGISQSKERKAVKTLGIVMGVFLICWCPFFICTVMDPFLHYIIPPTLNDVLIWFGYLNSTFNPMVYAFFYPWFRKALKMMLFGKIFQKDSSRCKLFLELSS
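Test system: RD-HGA16 CHO cells with stable hTAAR1 and Gα16 / Probe or stimulus: EC80 β-phenethylamine stimulus / Times: seeding 17-24 h prior, 75-min 37 °C, 30-min RT dye loading / Detection: Fluo-8 calcium-sensitive fluorescence / Read-out basis: % inhibition scaled between DMSO and EC80 PEA controls / Repeats: singlicate, one well per test compound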
CHO parental Ca = counter-screen for OX1R antagonists: effect in parental CHO cells. inhibition, % at 5.6 µM. parental CHO-K1, ATP-induced calcium, Fluo-8 fluorescence. hit rate 0.63% among 330,000;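 active = inhibition above that plate's mean sample inhibition plus 3 SD, cut at about 26% in these data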;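 also: 0% = ATP-challenged DMSO wells and 100% = DMSO wells without ATP; some compounds past the cut are filed as inactive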
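Assay system: parental CHO cells; Read-out basis: percent inhibition of ATP-evoked calcium rise, normalized to controls; Benchmarks: ATP and no-ATP DMSO wells; Compound dosing: single nominal dose of 5.6 µM per compound; Signal: Fluo-8 calcium dye fluorescence; Also added: ATP as calcium-mobilizing challenge; Repeats: singlicate.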
OXTR agonist = human OXTR agonism; AID 2435; hit rate 0.32% among 320,000; CHO-OTR cells, Fluo-8 calcium fluorescence; normalized: DMSO 0%, oxytocin 100%; P30559; activation, % at 3 µM;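 active = activation above the mean of all tested compounds plus 3 SD, cutoff set per screening run, cut at about 20% in these data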;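 also: peak over basal fluorescence ratio from a 100 s FLIPR kinetic read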
GPR7 antagonist = blocks human GPR7 receptor signaling. P48145. GPR7-expressing cells, fluorescence antagonist assay. inhibition, % at 4.4 µM. hit rate 1.1% among 290,000. AID 1861; in the data active = inhibition above about 16%, passing the limit was not always enough;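 also: cells stimulated with the agonist NPW; 0% = agonist with vehicle and 100% = vehicle without agonist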
Target sequence (P48145 whole entry, looked up): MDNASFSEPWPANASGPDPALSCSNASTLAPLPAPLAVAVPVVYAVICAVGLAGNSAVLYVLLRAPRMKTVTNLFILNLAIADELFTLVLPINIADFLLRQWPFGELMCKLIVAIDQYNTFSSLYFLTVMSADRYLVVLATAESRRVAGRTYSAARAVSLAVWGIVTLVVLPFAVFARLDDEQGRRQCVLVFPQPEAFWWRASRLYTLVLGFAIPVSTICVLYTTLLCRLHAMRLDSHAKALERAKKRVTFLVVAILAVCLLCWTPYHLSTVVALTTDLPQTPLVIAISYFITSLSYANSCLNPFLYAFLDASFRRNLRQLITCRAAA
V1R ag counter = counter-screen for oxytocin receptor agonists: human V1a receptor agonists; P37288; CHO-V1R cells, Fluo-8 calcium fluorescence, agonist mode; 0% DMSO, 100% 3 nM vasopressin; activation, % at 3 µM; hit rate 0.25% among 320,000; AID 2797;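 active = activation above the mean activation of all tested compounds plus 3 SD, per screening run, cut at about 20% in these data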;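 also: signal is peak over basal fluorescence ratio across a 100 second FLIPR read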
Target sequence (P37288 whole entry, looked up): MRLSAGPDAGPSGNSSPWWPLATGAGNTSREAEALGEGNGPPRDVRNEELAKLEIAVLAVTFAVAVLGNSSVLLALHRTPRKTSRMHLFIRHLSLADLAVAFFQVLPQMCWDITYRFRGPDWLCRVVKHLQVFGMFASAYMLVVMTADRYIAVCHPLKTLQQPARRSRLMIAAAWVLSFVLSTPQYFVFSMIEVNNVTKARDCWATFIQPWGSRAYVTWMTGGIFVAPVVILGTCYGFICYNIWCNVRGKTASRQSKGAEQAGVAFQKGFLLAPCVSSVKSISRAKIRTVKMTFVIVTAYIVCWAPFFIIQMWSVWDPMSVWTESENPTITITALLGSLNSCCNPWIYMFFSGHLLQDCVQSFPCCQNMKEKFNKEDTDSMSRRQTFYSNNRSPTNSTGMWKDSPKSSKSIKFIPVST
* marks the source's active call; other numbers are inactive results; nt = no result given. Outcome played no part in choosing rows; overall some 3.5% were active at least once.

SMILES	CHO-K1 Ca antag	OXTR potentiate	M1 PAM parental	CHO-K1 Ca ag	TAAR1 antagonist	CHO parental Ca	OXTR agonist	GPR7 antagonist	V1R ag counter
CC(O)CNc1cnccn1 (stereo not drawn)	-7	-4	16	0.5	-5	-1	-0.8	8	0.9
Cc1ccc2nc(-c3ccncc3)cc(C(=O)NCc3ccccc3F)c2c1	2	-5	2	3.5	18	-25	-1.4	-21	-1.1
O=C(NC(C(=O)O)c1ccccc1)c1ccc(S(=O)(=O)N2CCOCC2)cc1 (stereo not drawn)	-6	-3	7	0.5	-20	-9	-0.1	2	0.2
CCOn1c(=O)c(C)[n+]([O-])c2ccccc21	10	5	-3	0.2	7	-4	0.9	-16	1.4
COc1ccc(NC(=O)CSc2nnc3ccc(-c4cccnc4)nn23)c(OC)c1	2	-10	-6	-0.1	-2	-1	-0.7	nt	-0.4
Cc1ccc(S(=O)(=O)NCCC(=O)NC2CCCCCC2)cc1	-6	nt	-12	-0.3	-21	nt	nt	nt	nt
NS(=O)(=O)c1ccc(NC(=O)CCCCC(=O)Nc2ccc(S(N)(=O)=O)cc2)cc1	-1	-14	-7	0.2	-17	-2	0.0	17	0.5
CSCC[C@H](NC(=O)Cc1c(C)c2cc3c4c(oc3cc2oc1=O)CCCC4)C(=O)O	-12	-3	9	0.4	-3	5	0.6	0	0.2
Cc1ccc(S(C)(=O)=O)cc1C(=O)OCC(=O)N(Cc1ccccc1)Cc1ccccc1	-13	-6	12	6.3	54*	-5	-0.7	nt	2.1
CCCCN(C)C(=O)c1cc2c(Cl)nc3ccccc3c2s1	-11	-17	-9	5.2	11	-32	-1.6	-13	0.0
CN1C(=O)[C@H]2[C@@H](c3ccc(C(F)(F)F)cc3)N[C@]3(CCCN(CC4CCCCC4)C3=O)[C@H]2C1=O	-15	nt	7	-0.4	-11	nt	nt	nt	nt
CCN(CC)CCNC(=O)c1ccc(NC(=O)/C=C/c2cc(OC)c(OC)c(OC)c2)cc1	3	-9	6	-0.2	11	4	0.3	-18	0.7
Cc1nnc(SCC(=O)Nc2nsc(-c3ccc(Cl)cc3)n2)s1	18	0	-9	-0.5	-20	-7	-0.4	3	0.4
COc1ccc2cc(OC)c(C(=O)N3CCOCC3)cc2c1	-12	-1	29	1.6	-5	-3	0.4	-5	-0.4
Cc1cc(F)ccc1S(=O)(=O)N(CC(=O)N1CCOCC1)CC(=O)N1CCOCC1	-11	0	-1	0.9	3	-10	1.1	nt	1.4
COc1ccc(-c2cn(-c3ccc(C)cc3C)c(=O)[nH]2)cc1OC	-6	-3	16	0.6	-19	-13	0.6	7	0.5
CCc1ccccc1NC(=O)COc1ccc2c(c1)OCO2	-10	-26	8	1.1	-1	-15	-1.0	2	-0.7
COC(=O)c1ccc2c(=O)n(CCN3CCOCC3)c(SCC(=O)Nc3ccc(C)cc3)nc2c1	-16	2	12	0.3	-28	1	0.3	-19	0.1
CC(=O)c1ccc(NC(=O)Nc2ncn(Cc3cccc(C)c3)n2)cc1	3	3	7	-0.1	-1	-12	-0.9	2	1.3
Cc1cccc(NC(=O)CNC(=O)CN2CCN(C)CC2)c1C	-11	-4	18	1.6	8	2	-0.6	nt	-0.2
CCOc1ccc(-c2nnc(-c3cccnc3)o2)cc1OCC	-4	-8	12	1.1	-2	-18	-1.4	-11	0.5
CN(CC(=O)Nc1ccc(OC(F)(F)F)cc1)C(=O)/C=C/c1ccco1	-14	3	16	-0.1	-8	6	0.9	nt	-0.1
OCCC1CN(Cc2cnc(-c3ccc(Cl)cc3)nc2)CCN1C1CCCCC1 (stereo not drawn)	4	-19	10	1.6	-4	-21	6.2	6	4.7
Cc1ccc(N2CC(C(=O)OCC(=O)Nc3cccc(Cl)c3C)CC2=O)cc1 (stereo not drawn)	-4	nt	6	-0.2	-3	nt	nt	nt	nt
CC1CCC(NC(=O)c2ccc(N3CCCC3=O)cc2)CC1 (stereo not drawn)	-9	-5	-10	0.0	3	1	-0.1	13	1.6

Next part; it opens with the two that closed the last part.
SMILES	CHO-K1 Ca antag	OXTR potentiate	M1 PAM parental	CHO-K1 Ca ag	TAAR1 antagonist	CHO parental Ca	OXTR agonist	GPR7 antagonist	V1R ag counter
Cc1ccc(N2CC(C(=O)OCC(=O)Nc3cccc(Cl)c3C)CC2=O)cc1 (stereo not drawn)	-4	nt	6	-0.2	-3	nt	nt	nt	nt
CC1CCC(NC(=O)c2ccc(N3CCCC3=O)cc2)CC1 (stereo not drawn)	-9	-5	-10	0.0	3	1	-0.1	13	1.6
CC1CCCCN1CCNC(=O)C1CC(=O)N(c2ccc(F)c(Cl)c2)C1 (stereo not drawn)	-9	8	20	0.4	-2	-19	0.2	-3	1.4
COC(=O)C1C(c2ccc(Cl)cc2)NC(c2ccc(Cl)cc2)C(C(=O)OC)S1(=O)=O (stereo not drawn)	-3	-5	17	0.5	11	-30	0.4	6	-0.4
COC(=O)c1c(NC(=O)CCCC(=O)O)sc(C)c1C	11	-2	-3	0.2	-7	-4	0.3	0	0.3
CCCCc1c(C)c2ccc(OC)c(/C(C)=N\O)c2oc1=O	-5	-12	11	1.3	-3	-1	-1.2	7	-1.6
CC(C)(C)OC(=O)NCCCCCC(=O)N/N=C/c1coc2ccccc2c1=O	5	-9	-7	0.8	-28	-23	-0.8	0	-0.7
CCOC(=O)N1CCC(NC(=O)c2cc(COc3ccccc3SC)on2)CC1	-12	-12	-11	7.9	13	-33	1.3	-24	4.8
CC1COc2ccccc2N1C(=O)c1cccnc1Cl (stereo not drawn)	6	-16	-12	0.0	-12	4	-1.9	-9	-0.1
CCN(C(=O)COC(=O)C1=COCCO1)c1ccccc1	-25	-4	9	0.9	-7	3	0.2	nt	0.6
CCOc1ccc(NC(=O)COc2ccc(C(=O)NC(C)c3ccc(S(N)(=O)=O)cc3)cc2OC)cc1 (stereo not drawn)	-7	-1	12	0.8	-11	-6	0.2	nt	1.0
COc1ccccc1NC(=O)CN1CCSc2ccccc21	-19	-17	16	3.3	0	-22	-2.3	0	-0.9
Cc1cc(NC(=O)c2ccc(Cl)cc2)n(CCOC(=O)c2ccc(Cl)cc2)n1	-7	-7	4	1.0	12	-4	-1.6	-1	0.4
Fc1cccc(Nc2nc(-c3ccncc3)nc3ccccc23)c1	1	-5	11	4.7	48	-23	-2.2	-9	1.9
Cc1ccc(CS(=O)(=O)c2ncc(Cl)c(C(=O)Nc3ccc(OC(F)F)cc3)n2)cc1	24*	-9	-28	-0.7	28	59*	-1.6	43*	2.5
COc1ccc(-n2c(Cn3c(=O)sc4ccccc43)nnc2SCC(=O)N2CCOCC2)cc1	-5	-2	25	1.9	-13	-3	0.5	-4	0.1
CC(NC(=O)COc1ccc(Br)cc1)C(=O)O (stereo not drawn)	-20	-5	8	0.8	7	5	-0.1	-5	1.2
CCOC(=O)Cn1c(-c2ccc(OC)cc2)c(-c2ccc(OC)cc2)nnc1=O	-6	0	-10	0.8	8	2	-0.3	0	-0.5
COc1ccc(/C=C/c2nc3ccccc3c(=O)o2)cc1	-6	-7	-4	-0.6	-54	4	-0.8	-12	0.4
O=C1CCCCCC1C1(O)C(=O)Nc2ccccc21 (stereo not drawn)	-8	-10	17	0.7	3	-10	0.3	0	-0.1
Cc1cc(NC(=O)COC(=O)C2=NN(c3ccccc3)C(=O)CC2)c([N+](=O)[O-])cc1C	-12	-7	8	0.1	-16	-15	-0.1	nt	-0.5
CCSc1ccc(-c2ccc(C)cc2)nn1	-13	nt	15	-1.1	-12	nt	nt	-7	nt
Cc1cccc(OCCCN2CCOCC2)c1	-11	nt	9	0.4	-25	nt	nt	-3	nt
C=CCNC(=S)N1N=C(c2ccco2)CC1c1ccco1 (stereo not drawn)	8	nt	14	-0.2	0	nt	nt	nt	nt
Cn1cnnc1SCC(=O)c1ccc2c(c1)CCCC2	-18	-1	12	1.4	5	-6	1.6	5	0.7
COc1ccc(-n2nnnc2C(c2ccnc3ccccc23)N2CCN(C/C=C/c3ccccc3)CC2)cc1 (stereo not drawn)	-5	nt	-3	0.1	-31	nt	nt	nt	nt
CCOc1cc(CNc2ccc3cn[nH]c3c2)ccc1OC	3	0	-5	0.4	-18	-12	0.1	5	0.1

(more compounds)
SMILES	CHO-K1 Ca antag	OXTR potentiate	M1 PAM parental	CHO-K1 Ca ag	TAAR1 antagonist	CHO parental Ca	OXTR agonist	GPR7 antagonist	V1R ag counter
CC1(Cc2cc(Cl)ccc2C(F)(F)F)C(=O)Nc2cc(C(F)(F)F)ccc21 (stereo not drawn)	-12	nt	21	0.2	10	nt	nt	nt	nt
O=C(NCc1ccccc1)c1ccc(-c2ccccc2F)o1	-6	-12	-5	2.0	-16	4	-1.3	-9	-0.1
Nc1c2c(=O)oc(-c3ccccc3)cc2nn1-c1ccccc1	-13	-5	18	1.8	9	-12	2.0	22	0.3
CCC(=O)NNc1nc2c(C)c(C)ccc2s1	-7	-14	-13	0.3	2	-2	-0.4	-6	1.7
O=C(O/N=C1\CCS(=O)(=O)c2sccc21)C1CC1	-18	-13	9	0.3	-2	-11	-1.0	-3	0.3
O=C(C1COc2ccccc2O1)N1CCN(c2ccccn2)CC1 (stereo not drawn)	-9	-1	-12	1.2	-1	-8	0.9	nt	-0.1
O=C(CNC(=S)N(CCCN1CCOCC1)Cc1cccs1)N1CCCC1	-14	1	16	-0.5	-2	2	0.4	-11	-1.2
CN(C(=O)c1cccc(NC(=O)Cc2ccc([N+](=O)[O-])cc2)c1)C1CCCCC1	5	-11	-1	2.1	22	-3	6.5	nt	6.3
CCC(C)(C)NC(=O)C(c1ccncc1)N(C(=O)Cn1nnc2ccccc21)c1cc2c(cc1C(C)=O)OCO2 (stereo not drawn)	0	-1	3	-0.1	3	-15	-0.3	-10	0.1
Cc1csc(SCC(=O)N2CCCC2)n1	-2	-1	3	0.3	-7	-9	0.5	-13	0.7
C/C(N)=C(/C#N)C(=O)COC(=O)c1cc2c(s1)CCCC2	-16	-15	21	5.1	11	-20	2.5	-9	3.9
CC(C)=CCN1CCN(Cc2cccc3c2OCO3)CC1CCO (stereo not drawn)	-13	-6	9	0.3	-13	-2	-0.5	-9	-0.1
COc1ccc(C(C)(O)c2nc(-c3ccoc3)cs2)cc1 (stereo not drawn)	12	nt	-6	0.0	-6	nt	nt	nt	nt
CCc1ccc(NC(=O)CNC(=O)[C@@H]2Cc3ccccc3CN2)cc1	4	0	3	0.1	-15	-5	0.7	-13	1.0
Cc1ccc(CNC(=O)C2CCN(S(=O)(=O)N3CCCCC3)CC2)cc1	3	-7	6	3.8	3	1	0.9	-5	0.9
CCOC(=O)c1c(-c2ccc(C)s2)csc1NC(=O)c1cccs1	-1	1	2	0.6	-5	-5	1.3	0	0.7
COc1ccc(-c2nnc(NC(=O)c3cc(C)on3)s2)cc1	4	-1	11	-0.3	-13	-5	-0.2	-1	1.5
